Screening data deposited in PubChem by several laboratories.
MsrA act = activators of bovine methionine sulfoxide reductase A. activation, % at 10.6 µM. purified bovine MsrA, absorbance read-out. actives 0.3% (n = 360,000); in the data active = activation above about 7.5%;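 note: 0% = vehicle and 100% = reference activator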
Neddyl block = blocks human cullin neddylation | actives 0.58% (n = 360,000) | P61081+Q13564 | TR-FRET cullin neddylation, biochemical | calls only at 25 µM; in the data active = inhibition above about 36%
Target sequence (P61081 whole entry, looked up): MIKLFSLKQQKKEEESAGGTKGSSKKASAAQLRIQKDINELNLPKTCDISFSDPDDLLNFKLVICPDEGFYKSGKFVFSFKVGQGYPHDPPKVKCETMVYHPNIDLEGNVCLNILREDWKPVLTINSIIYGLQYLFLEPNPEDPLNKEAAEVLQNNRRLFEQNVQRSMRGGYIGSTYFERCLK
Target sequence (Q13564 whole entry, looked up): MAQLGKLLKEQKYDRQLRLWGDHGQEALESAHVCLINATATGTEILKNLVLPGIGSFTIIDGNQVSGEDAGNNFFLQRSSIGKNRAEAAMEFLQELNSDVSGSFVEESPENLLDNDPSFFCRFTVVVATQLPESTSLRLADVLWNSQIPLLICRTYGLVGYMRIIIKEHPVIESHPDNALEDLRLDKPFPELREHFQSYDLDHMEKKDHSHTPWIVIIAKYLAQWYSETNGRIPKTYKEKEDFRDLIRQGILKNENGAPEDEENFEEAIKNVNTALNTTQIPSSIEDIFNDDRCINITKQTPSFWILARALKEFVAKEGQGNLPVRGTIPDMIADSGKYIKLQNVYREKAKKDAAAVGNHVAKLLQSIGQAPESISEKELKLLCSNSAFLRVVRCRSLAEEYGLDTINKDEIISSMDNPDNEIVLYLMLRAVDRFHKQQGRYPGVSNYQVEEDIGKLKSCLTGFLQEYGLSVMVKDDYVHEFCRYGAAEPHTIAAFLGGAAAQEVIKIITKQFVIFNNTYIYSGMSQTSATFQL
MsrA inh = inhibits bovine methionine sulfoxide reductase A. purified bovine MsrA, absorbance read-out. inhibition, % at 15.5 µM. actives 0.75% (n = 360,000); in the data active = inhibition above about 4.5%;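 note: 0% = vehicle wells with enzyme and 100% = reference inhibitor wells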
E coli Lon inh = inhibits E. coli Lon protease | P0A9M0 | purified E. coli Lon protease, fluorescence polarization | inhibition, % at 7.94 µM | actives 0.42% (n = 360,000) | AID 602123; in the data active = inhibition above about 13%, passing the limit was not always enough;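 note: 0% = enzyme with probe and DMSO and 100% = no enzyme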
MLLE-PAM2 inh = inhibitors of microRNA-mediated deadenylation, human PABP1 MLLE binding; P11940; AID 588489; actives 0.36% (n = 360,000); inhibition, % at 20 µM; GST-MLLE / FITC-PAM2 fluorescence polarization; in the data active = inhibition above about 35%, passing the limit was not always enough;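 note: plate controls were DMSO wells with GST-MLLE for no effect and wells lacking GST-MLLE protein for full effect; some results filed as inactive read as strong as hits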
Rin1 Abl inh = inhibitors of human Rin1-Abl protein interaction. TR-FRET Rin1/Abl binding, biochemical. AID 588664. actives 0.4% (n = 360,000). inhibition, % at 7.35 µM. P00519+Q13671; in the data active = inhibition above about 5%, passing the limit was not always enough
TbMetRS inhib = blocks T. brucei methionyl-tRNA synthetase activity; inhibition, % at 11.9 µM; purified T. brucei MetRS, ATP depletion, Kinase-Glo luminescence; actives 0.4% (n = 360,000);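 active = inhibition above a per-plate cutoff of the control wells' mean inhibition plus 3 SD, cut at about 5.5% in these data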;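 note: 0% = DMSO wells median and 100% = median of wells with control inhibitor compound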
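Measured by: Kinase-Glo luciferase luminescence reporting remaining unconsumed ATP. Material: purified T. brucei MetRS enzyme. Doses: 11.9 µM compound single dose, 0.9% DMSO. Medium: HEPES buffer containing pyrophosphatase, BSA, spermine, DTT. Times: 15 min preincubation, 2 h reaction, all 25 °C. Reagent: methionine, ATP and bulk E. coli tRNA.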
FAS TE block = FAS thioesterase (human) inhibition; actives 0.67% (n = 360,000); recombinant FAS-TE, OMFH fluorogenic substrate, fluorescence endpoint; inhibition, % at 15 µM; P49327;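 active = compounds whose normalised, plate-corrected inhibition of enzyme fluorescence in the single-dose primary screen is 50% or more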;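 note: 0% = DMSO with enzyme and 100% = substrate without enzyme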
CSN deneddyl inh = CSN deneddylation inhibition | actives 0.38% (n = 360,000) | Q92905 | AID 651999 | inhibition, % at 12.5 µM | Purified CSN, SCF-Nedd8-OG deneddylation, fluorescence polarization;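 active = pattern-corrected inhibition above about 35%, with an unprinted fluorescence ratio check between 0.5 and 1.5, limit read from the data, passing the limit was not always enough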;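 note: 0% = enzyme with substrate and 100% = substrate without enzyme; some results filed as inactive read as strong as hits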
Target sequence (Q92905 whole entry, looked up, one chain of several): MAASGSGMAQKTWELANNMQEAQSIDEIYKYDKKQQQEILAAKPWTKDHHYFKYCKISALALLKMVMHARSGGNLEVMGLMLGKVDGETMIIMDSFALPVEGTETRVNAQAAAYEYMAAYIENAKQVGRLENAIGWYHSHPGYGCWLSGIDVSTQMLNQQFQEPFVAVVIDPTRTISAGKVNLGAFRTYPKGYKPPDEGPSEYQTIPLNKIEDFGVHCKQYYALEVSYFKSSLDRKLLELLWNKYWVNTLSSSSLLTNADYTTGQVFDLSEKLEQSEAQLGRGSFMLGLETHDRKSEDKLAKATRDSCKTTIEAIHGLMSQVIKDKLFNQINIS
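Material: purified human Csn5 enzyme expressed in HEK293T cells / Medium: Tris buffer pH 7.5, NaCl, DTT, Tween-20, trehalose, ovalbumin / Compound dosing: 12.5 µM single point / Schedule: 90 min incubation of compound, enzyme and substrate at room temperature / Signal: fluorescence polarization of the substrate / Control set: no-enzyme wells high, enzyme-with-substrate wells low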
* = called active by the depositor; i = inactive; · = no result given; + = active, no number; & = joins results of further samples.

SMILES	MsrA act	Neddyl block	MsrA inh	E coli Lon inh	MLLE-PAM2 inh	Rin1 Abl inh	TbMetRS inhib	FAS TE block	CSN deneddyl inh
CCC(=O)c1ccc(OCc2ccc(C(=O)c3ccccc3)cc2)cc1	-1	i	-1.0	-6	-4	-6	0.3	24	1
CC(C)(C)OC(=O)NNC(=S)NCc1ccc(Cl)cc1	-3	i	0.3	4	-66	2	-0.2	-3	-5
O=C(NN1C(=O)C2CC=C(Cl)CC2C1=O)c1ccncc1 (configuration not stated)	-4	i	-1.9	1	2	0	-0.6	-8	5
CCOCC(=O)Nc1ccc([N+](=O)[O-])cc1Cl	-10	i	1.5	0	-3	4	-1.1	2	-7
COCCN1C(=O)c2ccccc2C1c1nnnn1-c1ccc2c(c1)OCCO2 (configuration not stated)	-2	i	-0.7	-7	·	·	-0.4	-10	3
Cc1nc(CNC(=O)c2cc(COc3c(F)cccc3F)on2)cs1	-2	i	-0.3	-7	13	0	-0.3	-6	-2
CC1CCCCC1NC(=O)c1ccc(CNc2c(N3CCCC3)c(=O)c2=O)cc1 (configuration not stated)	0	i	1.7	0	-9	0	0.0	-5	1
CC1Oc2ccccc2C=C1/C=N\NC(=O)c1cccnc1 (configuration not stated)	-6	i	1.7	16	-6	1	-0.1	-6	-1
O=C1NC(=O)C2(CCCCCCCCCCC2)N1	1	i	-0.3	-8	4	-1	0.4	3	0
COc1ccc(S(=O)(=O)N2CCOC2CNC(=O)C(=O)NCCCN2CCOCC2)cc1 (configuration not stated)	-4	i	0.2	2	-12	2	-0.4	-2	-6
S=c1nc(-c2ccccc2Br)[nH][nH]1	2	i	0.8	-11	22	-1	-1.6	-7	4
COc1ccc([C@@H]2[C@@H]3C(=O)N(C(C)(C)C)C(=O)[C@@H]3[C@]3(Cc4ccccc4)C(=O)N(c4ccc(C)cc4)C(=O)N23)cc1	-3	i	-1.2	-2	-1	3	-0.3	22	-3
Cc1ccc(F)cc1C(=O)N1CCCCC1c1cc(C(=O)NC(C)C)no1 (configuration not stated)	-2	i	0.1	-3	-4	-6	-0.2	0	-1
Cc1nn(CC(=O)N(C)Cc2ccc(F)cc2)c(C)c1[N+](=O)[O-]	-6	i	0.9	-1	-4	3	-0.4	1	-13
Cc1ccc(F)cc1-c1nc(NCC2CC2)nc2ccsc12	5	·	-0.7	-9	-12	-1	-0.1	17	-7
COc1ccc(-n2c(SCC(=O)N/N=C/c3ccccc3OCC(=O)O)nc3ccccc3c2=O)cc1	-7	i	1.6	-1	23	0	-1.0	-2	6
Cc1cc(S(=O)(=O)N2CCN(c3ccccc3C)CC2)ccc1F	-3	i	0.3	-6	6	0	-1.6	24	2
CC1CCC2(CC1)NC(=O)N(CC(=O)Nc1ccccc1-c1ccccc1)C2=O (configuration not stated)	0	i	1.6	-10	-19	6	-0.6	1	1
CCOC(=O)CCCCCC(=O)Nc1ccc2c(c1)C(=O)N([C@H](C)CO)C[C@H](C)[C@@H](CN(C)C(=O)Nc1ccccc1)OCCCC[C@@H](C)O2	-5	i	0.5	4	-22	16*	-2.2	-4	4
CCOC(=O)N1CCN(C(=O)C2CCN(S(=O)(=O)c3ccccc3)CC2)CC1	0	i	1.2	-7	3	5	-0.7	-4	0
COC(=O)c1ccccc1NC(=O)c1ccc(COc2cccc3ccccc23)o1	-4	i	1.5	7	-3	-4	0.1	30	1
c1csc(C(c2nnnn2C2CCCCC2)N2CCCC3(CCCCC3)C2)c1 (configuration not stated)	-9	i	0.3	-3	3	0	0.7	23	-2
CC1CCC(N2CCNCC2)CC1 (configuration not stated)	-2	i	-0.4	-3	-3	1	-1.1	-8	-1
O=C(CN1C(=O)c2cccnc2Oc2ccc(Cl)cc21)NC1CCCC1	-3	i	1.2	-4	2	-2	-0.2	5	-1
Cc1ccc(NC(=O)CN(C)C(=O)CCOc2cccc(C)c2)cc1	-3	i	-0.2	4	-7	-2	6.0*	-8	-7
CCCC(C(=O)NC1CCCC1)N(CC1CCCO1)C(=O)c1snc(C(N)=O)c1N (configuration not stated)	-4	+	1.3	-9	-10	1	-0.5	-9	4
CCN1CCN(c2ccc(S(=O)(=O)N3CCOCC3)cc2NC(=O)C(C)Oc2cccc(Cl)c2)CC1 (configuration not stated)	-7	i	0.9	3	-20	5	-0.5	0	-1
COc1ccccc1OCC(=O)Nc1c2c(nn1-c1ccc(C)cc1)CS(=O)(=O)C2	-4	i	-1.0	-5	6	3	-0.1	-3	1
N#Cc1ccc(NN=Nc2ccccc2C#N)cc1	-3	i	1.4	-5	-8	-7	0.0	1	3
CCOC(=O)/C=c1\sc2n(c1=O)CCN=2	-3	i	0.0	0	29	-3	0.5	-8	3
Cc1cccc(N=C2NC(=O)c3cc([N+](=O)[O-])ccc32)c1	7.8*	i	-0.9	4	4	-2	-0.1	15	-2
CC(C)NC(=O)CCNC(=O)c1ccc(F)cc1	-2	i	0.7	4	4	0	0.3	-10	-1
CCOC(=O)c1c(NC(=O)C2c3ccccc3Oc3ccccc32)sc(C(N)=O)c1C	-2	i	-1.2	-8	0	-2	-1.2	-5	-3
CC1=C(/C=C/C(C)=C/C=C/C(C)=C/CO)C(C)(C)CCC1	-1	i	-0.6	-1	14	-1	-0.2	0	0
O=C(NCc1ccccc1)c1ccc(CS(=O)(=O)Cc2ccccc2F)o1	-3	i	-0.1	-4	9	-1	0.3	5	-1
CCN(C(=O)COc1ccc(C(=O)c2ccccc2)cc1)c1ccccc1	-5	i	0.9	8	4	-3	-0.6	14	5

Pulled one by one from the entries so far, 3 records:
SMILES	MsrA act	Neddyl block	MsrA inh	E coli Lon inh	MLLE-PAM2 inh	Rin1 Abl inh	TbMetRS inhib	FAS TE block	CSN deneddyl inh
Cc1ccc(NC(=O)CN(C)C(=O)CCOc2cccc(C)c2)cc1	-3	i	-0.2	4	-7	-2	6.0*	-8	-7
CC(C)NC(=O)CCNC(=O)c1ccc(F)cc1	-2	i	0.7	4	4	0	0.3	-10	-1
CCN1CCN(c2ccc(S(=O)(=O)N3CCOCC3)cc2NC(=O)C(C)Oc2cccc(Cl)c2)CC1 (configuration not stated)	-7	i	0.9	3	-20	5	-0.5	0	-1

The listing continues.
SMILES	MsrA act	Neddyl block	MsrA inh	E coli Lon inh	MLLE-PAM2 inh	Rin1 Abl inh	TbMetRS inhib	FAS TE block	CSN deneddyl inh
CC(C)Nc1nc(N)c(C(=O)C23CC4CC(CC(C4)C2)C3)s1	-2	i	0.8	6	-3	-1	2.1	5	3
Cc1ccc(NC(=O)CCC(=O)OC(C)C(=O)c2ccccc2)cc1 (configuration not stated)	-5	i	-0.9	-5	-9	4	-0.1	-4	-1
CCOC(=O)C1=C(C)NC(=O)C(C(N)=O)C12CCCC2 (configuration not stated)	-2	i	-0.4	-5	12	0	-0.5	-10	3
C=CCn1c(N)c(C(=O)OCCC)c2nc3ccccc3nc21	2	·	1.2	11	3	3	3.4	1	2
O=S(=O)(Nc1ccc(-n2cccc2)cc1)c1ccc(Cl)c(Cl)c1	-4	i	-1.1	-1	4	2	-0.4	19	0
Cc1cccc(NC(=S)NCCc2ccccc2)n1	-2	i	1.7	3	-67	1	0.0	6	-4
CC(C)(C)S(=O)N1Cc2cc(=O)n(Cc3ccccc3)c(CCO)c2[C@@H]1CCO (some centres not stated)	-2	i	2.8	-3	13	-3	-0.4	-9	-3
COC(=O)c1ccc(N2CC3CNC(=O)C2(C(=O)OC)N3C)cc1 (configuration not stated)	1&-2	i	-1.0&-1.9	0&-9	4&-2	0&6	-0.4&-0.4	-8&-11	-3&-1
Cc1cc2oc(=O)cc(CN(C)Cc3ccc(OC(F)F)cc3)c2cc1Cl	-5	i	-0.2	-7	-5	2	0.2	29	-2
NC(=O)Cc1ccc(C(=O)c2ccccc2F)s1	-3	i	3.3	5	6	0	0.6	-5	4
NC(c1csc(NC(=O)Nc2cccc(Cl)c2)n1)c1ccccc1Cl (configuration not stated)	1	i	-0.1	-11	-5	-1	0.0	-6	6
COc1cc(/C=C(/C#N)c2nc3ccccc3[nH]2)ccc1Oc1ncccc1[N+](=O)[O-]	-8	i	2.4	-20	-10	4	-0.3	-1	11
CC1CCCN(CC(=O)Nc2cccc([N+](=O)[O-])c2)C1 (configuration not stated)	0	i	1.1	5	7	-4	-0.7	9	-1
COc1ccc(Cl)c(N2CCN(CCCNC(=O)Nc3ccc(C)cc3)CC2)c1	-2	i	0.5	-2	5	-1	-0.9	-2	6
O=C(CCCn1nnc(-c2cccnc2)n1)c1ccc(F)cc1	-2	i	1.6	2	-3	4	-0.4	0	-1
COC(=O)/C(C(C)=O)=C(\C=C\N(C)C)N(C)C	-6	i	2.8	-4	4	2	-0.8	-9	2
O=C(CN1CCOCC1)Nc1ccc(Cl)c(Cl)c1	-4	i	·	13	-9	3	-1.0	-4	-6
O=C(NCCCc1ccccc1)Nc1cccc(Cl)c1	-4	i	0.5	0	3	1	1.2	36	1
NC(=O)c1cc(S(=O)(=O)N2CCCC2)ccc1OCCOc1ccccc1	-2	i	0.6	-12	8	1	-0.2	-8	-5
O=C(NCc1ccc(F)cc1)C1CC(=O)N(C2CCCCCCC2)C1 (configuration not stated)	-3	i	0.8	-6	13	2	0.3	1	-1
O=C(Nc1ccc2c(c1)OCCO2)c1ccc(Cl)cc1	-4	i	-0.5	-1	13	4	-1.9	1	1
CCn1c(SCC(=O)N2CCCC2)nc2ccccc21	-2	i	0.5	1	8	2	-0.6	-5	-5
O=C(CN1CCN(C(=O)CNC(=O)c2ccc(N3CCCC3=O)cc2)CC1)Nc1cccc(F)c1	-7	i	-1.3	-13	-4	1	-0.3	-9	4
CC(=O)c1cccc(NC(=O)CCS(=O)(=O)c2ccc(Br)s2)c1	-5	i	0.0	-6	1	-1	0.6	2	-1

Next section (2 carried over from the part before).
SMILES	MsrA act	Neddyl block	MsrA inh	E coli Lon inh	MLLE-PAM2 inh	Rin1 Abl inh	TbMetRS inhib	FAS TE block	CSN deneddyl inh
O=C(CN1CCN(C(=O)CNC(=O)c2ccc(N3CCCC3=O)cc2)CC1)Nc1cccc(F)c1	-7	i	-1.3	-13	-4	1	-0.3	-9	4
CC(=O)c1cccc(NC(=O)CCS(=O)(=O)c2ccc(Br)s2)c1	-5	i	0.0	-6	1	-1	0.6	2	-1
CN(Cc1ccc(Cl)cc1)C(C(=O)NC1CCCCC1)c1cc2ccccc2o1 (configuration not stated)	-2	i	2.1	-4	1	1	-0.1	22	3
CCOC(=O)c1c(C)nc(C)c(C(=O)OCC)c1-c1cccnc1	-7	i	0.0	10	-3	-1	-1.4	-2	-3
Cc1nnc(NC(=O)c2cccc(S(=O)(=O)N3CCCC3)c2)s1	-3	i	0.3	1	4	1	-0.5	-5	1
CCOc1ccccc1N1CCN(CC(=O)Nc2nccs2)CC1	0	i	0.2	-4	0	-1	-0.1	-7	1
CCNC(=O)/C=C1\NC(C)(C)Cc2c1ccc1ccccc21	-5	i	-0.4	-5	13	-1	-0.7	2	3
O=C(CNC(=O)c1ccc(Br)o1)NCc1ccccc1	-3	i	1.3	2	-1	0	-0.4	-2	-6
CCNC(=O)OCC(CC)NC(=O)OCC(C)C (configuration not stated)	2	i	-0.1	0	5	2	-0.4	-4	-1
O=C(NNC(=O)c1ccccc1F)c1ccc(S(=O)(=O)N2CCCCC2)cc1	-1	i	1.5	0	-10	3	-0.3	-4	-3
Cc1ccc(C(=O)NNC(=O)CSc2nnc(-c3ccncc3)n2C)cc1	-9	i	-0.4	6	-2	-3	-0.9	-8	-3
COc1cc(C2C3=C(CCCC3=O)Nc3[nH]n(-c4ccccc4)c(=O)c32)ccc1O (configuration not stated)	-13	i	1.0	3	9	-4	-1.2	-11	4
